Screens deposited in PubChem by Broad Institute.
ERAP1 inh = inhibitors of human ERAP1 aminopeptidase; 0.15% of 340,000 active; Q9NZ08; inhibition, % at 10.7 µM; AID 652197; recombinant ERAP1, Leu-AMC fluorescence, 60 min;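 active = mean replicate inhibition of at least 30%, or all replicates individually reaching that 30% level; inactive = mean below 30% and not every replicate reaching it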;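 also: 0% = neutral control wells and 100% = L-leucinethiol positive control wells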
CFTR F508del cor = CFTR F508del correction in bronchial cells; 0.36% of 350,000 active; activity (quench increase), % at 7.58 µM; AID 720511; CFBE cells, YFP halide quenching; stimulated with forskolin plus potentiator P3; % fluorescence drop versus neutral controls;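 active = mean added fluorescence quench of at least 8% versus neutral control, with both replicates also reaching 8%; inconclusive = only one of the mean or replicate conditions met; inactive = mean below 8% and not both replicates reaching 8%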;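 also: cells transiently co-express mutant CFTR-F508del with the halide-sensitive YFP; corrector assay measuring rescue of mutant channel to the surface after 24 h compound exposure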
SIRT5 block = inhibitors of human sirtuin-5 desuccinylase | Q9NXA8 | Purified SirT5, succinyl-peptide AMC, trypsin-coupled fluorescence | inhibition, % at 15 µM | 1.1% of 330,000 active | AID 652115; in the data active = inhibition above about 15%; inconclusive = no clear call, values can overlap the other calls
Target sequence (Q9NXA8 whole entry, looked up): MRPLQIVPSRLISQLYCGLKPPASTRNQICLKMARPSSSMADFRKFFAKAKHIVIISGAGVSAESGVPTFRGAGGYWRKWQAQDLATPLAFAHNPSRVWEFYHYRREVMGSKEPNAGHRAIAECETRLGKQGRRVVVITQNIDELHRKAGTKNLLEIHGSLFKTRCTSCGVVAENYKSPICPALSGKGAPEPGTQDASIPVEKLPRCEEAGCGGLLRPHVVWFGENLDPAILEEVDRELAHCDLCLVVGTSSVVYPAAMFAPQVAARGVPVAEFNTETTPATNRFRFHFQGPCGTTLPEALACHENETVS
ERp5 block = inhibitors of human ERp5; Q15084; ERp5 insulin aggregation, absorbance 650 nm, 90 min; inhibition, % at 9.99 µM; 0.05% of 350,000 active; AID 651711;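 active = mean replicate inhibition above about 25%, with every replicate also reaching it, limit read from the data, passing the limit was not always enough; inconclusive = only one of those two criteria met; inactive = neither criterion met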
Target sequence (Q15084 whole entry, looked up): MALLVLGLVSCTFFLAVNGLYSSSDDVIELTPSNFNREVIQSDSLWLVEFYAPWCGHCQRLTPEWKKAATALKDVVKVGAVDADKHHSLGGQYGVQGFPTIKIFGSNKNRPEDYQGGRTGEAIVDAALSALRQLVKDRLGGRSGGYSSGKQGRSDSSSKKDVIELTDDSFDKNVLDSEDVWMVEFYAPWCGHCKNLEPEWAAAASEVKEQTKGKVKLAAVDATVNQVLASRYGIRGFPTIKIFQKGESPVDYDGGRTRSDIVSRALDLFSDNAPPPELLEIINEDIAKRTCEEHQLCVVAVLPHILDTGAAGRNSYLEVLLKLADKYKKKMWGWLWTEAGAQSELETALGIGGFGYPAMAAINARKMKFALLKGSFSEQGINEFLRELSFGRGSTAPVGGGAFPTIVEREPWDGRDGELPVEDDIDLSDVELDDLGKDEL
DENV2 CPE rescue = DENV2-induced cell death inhibition. DENV2-infected cells, cytopathic effect rescue, plate reader. CPE inhibition, % at 9.99 µM. 1.7% of 350,000 active; in the data active = CPE inhibition above about 20%, passing the limit was not always enough; inconclusive = no clear call, values can overlap the other calls; tested in BHK-21 cells;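 also: 0% = median of neutral control wells and 100% = median of positive control wells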
Casp6 inh = blocks human caspase-6 cleavage activity; 0.53% of 350,000 active; purified caspase-6, Z-VEID-R110 cleavage fluorescence; AID 686996; P55212; inhibition, % at 12.5 µM;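 active = mean inhibition across replicates at least about 35%, with every replicate also reaching that limit, limit read from the data; inconclusive = only one of the two criteria met; inactive = neither criterion met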;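 also: 0% = median of neutral control wells and 100% = no fluorescence left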
Target sequence (P55212 24-179 limits assumed): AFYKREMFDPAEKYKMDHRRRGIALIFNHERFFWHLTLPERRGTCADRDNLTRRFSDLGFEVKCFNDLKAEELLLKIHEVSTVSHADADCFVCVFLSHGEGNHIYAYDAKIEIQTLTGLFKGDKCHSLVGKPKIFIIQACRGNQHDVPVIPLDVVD
Target sequence (P55212 194-293 limits assumed): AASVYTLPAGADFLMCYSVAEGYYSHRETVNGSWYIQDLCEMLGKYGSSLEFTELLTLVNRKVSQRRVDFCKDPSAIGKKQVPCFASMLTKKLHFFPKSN
miR-122 sensor = inhibitors of miR-122 in Huh7 cells; Huh7 miR-122 Renilla luciferase sensor, 48 h; neutral wells = 0, positive control = 100; 0.3% of 340,000 active; activation (reporter increase), % at 12.5 µM;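 active = mean replicate activation score at least 90 and every replicate individually at or above 90; inconclusive = only one of the two criteria met; inactive = neither criterion met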;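 also: higher luciferase means less miR-122 activity so hits act as miR-122 inhibitors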
* = called active by the depositor; ? = inconclusive; nt = not tested or not shown; [ ] = dose if it differs, or a comment.

| canonical_smiles | ERAP1 inh | CFTR F508del cor | SIRT5 block | ERp5 block | DENV2 CPE rescue | Casp6 inh | miR-122 sensor |
| --- | --- | --- | --- | --- | --- | --- | --- |
| CCOC(=O)c1c(O)c2ccccc2n(CC)c1=O | 1.1 | -2.3 | 0.8 | 0.1 | 5.7 | -0.9 | nt |
| CCc1nc2ccc(C(=O)N3CCN(C(=O)c4ccco4)CC3)cn2c1N(CC)CCOC | -6.9 | 1.3 | 6.8 | -5.1 | -1.7 | -1.9 | -1.6 |
| CCCCCCC(=O)NNC(=O)c1c(O)c2ccccc2n(CCC)c1=O | -0.5 | -2.0 | -5.8 | 3.1 | 4.3 | -0.7 | nt |
| O=C(c1ccccn1)N1CC2(C1)[C@H](c1ccccc1)[C@H](CO)N2C(=O)C1CCCCC1 | 0.5 | 0.0 | -1.0 | -0.4 | 13.5 | 0.6 | nt |
| COc1cc(/C=C/C(=O)O)cc(S(=O)(=O)Nc2ccc3[nH]c(=O)[nH]c3c2)c1OC | -1.2 | 0.3 | 2.4 | 1.0 | 2.5 | 5.4 | -5.9 |
| C[C@H]1CN([C@@H](C)CO)C(=O)c2cccc(NS(=O)(=O)c3ccc(F)cc3)c2O[C@@H]1CN(C)C(=O)Nc1cccc2ccccc12 | 1.8 | 0.1 | 1.6 | -8.1 | 11.2 | -1.1 | nt |
| COc1cccc(/C=C/C(=O)Nc2cccc(C(C)=O)c2)c1OC | -0.2 | -3.9 | 0.5 | 1.0 | 2.7 | 2.2 | nt |
| COc1ccccc1C(=O)NNC(=O)C(=O)NC(C)C | 8.8 | -0.2 | -3.3 | 7.0 | -3.7 | -3.4 | 0.5 |
| CCCn1cc(CN2CCC(Oc3ccc(C(=O)N4CCCC4)cc3)CC2)c(C)n1 | -2.4 | -2.3 | 1.4 | -16.2 | 10.3 | -8.1 | 0.3 |
| CCCC#Cc1cnc2c(c1)C(=O)N([C@H](C)CO)C[C@H](C)[C@H](CN(C)C(=O)Cc1cccnc1)O2 | 0.6 | 3.5 | -12.5 | -4.3 | -2.6 | 0.3 | 5.6[16.7 µM] |
| Cc1sc2ncnc(N3CCC(C(=O)Nc4nc(-c5ccc(F)cc5)cs4)CC3)c2c1C | 0.9 | 0.2 | -1.4 | -2.8 | -4.8 | 0.5 | -2.9 |
| O=C(CSc1nc(=O)n(CCN2CCOCC2)c2c1CCCC2)Nc1ccccc1Cl | -4.4 | 2.0 | -5.3 | -6.0 | -0.5 | 1.6 | 4.7 |

Next part, starting with the last two of the part before.
| canonical_smiles | ERAP1 inh | CFTR F508del cor | SIRT5 block | ERp5 block | DENV2 CPE rescue | Casp6 inh | miR-122 sensor |
| --- | --- | --- | --- | --- | --- | --- | --- |
| Cc1sc2ncnc(N3CCC(C(=O)Nc4nc(-c5ccc(F)cc5)cs4)CC3)c2c1C | 0.9 | 0.2 | -1.4 | -2.8 | -4.8 | 0.5 | -2.9 |
| O=C(CSc1nc(=O)n(CCN2CCOCC2)c2c1CCCC2)Nc1ccccc1Cl | -4.4 | 2.0 | -5.3 | -6.0 | -0.5 | 1.6 | 4.7 |
| COCCNc1nc(Oc2cccc(F)c2)c2sccc2n1 | -1.0 | 1.9 | nt | -0.3 | -7.6 | -1.7 | -3.1 |
| Cc1ccc(OCC(=O)Nc2ccccc2F)cc1C | 2.2 | -1.8 | -1.2 | 0.1 | -3.1 | -0.8 | nt |
| Cc1ccc(NC(=O)c2ccccc2-c2ccccc2C(=O)O)cc1C | -3.1 | -0.8 | 6.8 | -1.3 | -0.3 | -5.1 | 1.9 |
| N#C/C(=C/c1ccc(Oc2ccc([N+](=O)[O-])cn2)cc1)C(=O)N1CCOCC1 | -1.0 | -1.3 | -0.7 | -2.5 | 17.9 | 6.3 | -4.9 |
| COc1ccc(C(=O)NC(=S)Nc2cccnc2)cc1[N+](=O)[O-] | -0.7 | nt | -2.4 | -1.5 | -0.5 | 1.1 | nt |
| CN1c2ccc(C#Cc3cccnc3)cc2[C@H]2[C@H](CCN2S(=O)(=O)c2cccc(F)c2)[C@@H]1CO | -0.4 | 2.2 | 6.5 | 1.5 | ? | 0.7 | 20.4[16.7 µM] |
| CCC(=O)N[C@H]1C=C[C@H](CC(=O)NCc2cc(F)cc(F)c2)O[C@@H]1CO | 1.4 | 1.6 | 2.0 | 0.5 | ? | 6.0 | nt |
| CO[C@@H]1CN(C)C(=O)c2ccc(NC(=O)c3cnccn3)cc2OC[C@H](C)N(C(=O)C2CC2)C[C@H]1C | -1.1 | -1.5 | -0.6 | 0.1 | -4.0 | -0.6 | nt |
| CC(C)NC(=O)c1ccc2c(=O)n(CC3CCCO3)c(=S)[nH]c2c1 (stereo not drawn) | -2.2 | -1.7 | -2.4 | 5.1 | 6.6 | -3.5 | -3.8 |
| Cc1c(C=O)c2ccccc2n1CC(=O)NCc1ccc2c(c1)OCO2 | 11.0 | nt | 1.3 | 3.3 | 1.7 | -4.4 | nt |
| CCC(=O)Nc1nc(C)c(-c2csc(Nc3ccc(C(=O)O)cc3)n2)s1 | -18.1 | -6.2 | 8.1 | 2.1 | -0.3 | nt | nt |
| Cc1noc(C)c1S(=O)(=O)N1CCC(C(=O)N2CCC(N3CCCCC3)CC2)CC1 | 1.2 | 2.1 | 3.0 | -2.2 | -1.1 | -2.9 | -0.9 |
| O=C(C[C@@H]1C[C@H]2c3cc(NC(=O)Nc4ccc(C(F)(F)F)cc4)ccc3O[C@H]2[C@@H](CO)O1)NCc1cc(F)ccc1F | 2.2 | -2.8 | -1.2 | -2.2 | -6.9 | 12.3 | 12.4[16.7 µM] |
| CSCCC(NC(=O)c1ccc(C(C)(C)C)cc1)C(=O)OCC(=O)N1CCCC1=O (stereo not drawn) | 0.0 | -2.9 | -0.6 | -21.3 | 1.5 | -0.5 | -4.4 |
| Cc1cccc(CS(=O)(=O)Cc2ccc(C(=O)NC3CCCCC3)o2)c1 | -0.7 | -1.9 | -6.3 | 1.6 | -2.4 | 1.1 | 9.1 |
| COc1cccc2c1SCc1ccccc1C2CC(N)=O (stereo not drawn) | -2.0 | -0.6 | -1.5 | 1.2 | -3.2 | -5.5 | 2.9 |
| CN(C)CCN(C(=O)c1ccc(S(=O)(=O)N(C)c2ccccc2)cc1)c1nc2cc3c(cc2s1)OCCO3 | -1.6 | -3.8 | -1.5 | 6.7 | 8.0 | 0.2 | nt |
| CN1C(=O)c2cc(NC(=O)Cc3cccs3)ccc2OC[C@H]2O[C@H](CC(=O)NCc3ccc(-c4ccccc4)cc3)CC[C@H]21 | 1.7 | -1.6 | -0.8 | 1.5 | -5.6 | -1.9 | -16.7[16.7 µM] |
| CCN(C(=O)CSc1ncccn1)c1cccc2ccccc12 | -0.7 | 1.6 | -2.0 | -3.1 | 7.4 | -1.1 | -2.7 |
| Cc1noc(C)c1COc1ccc(C(=O)OCC(=O)NCCN2C(=O)CSC2=O)cc1 | -7.4 | -3.5 | -2.3 | 5.5 | nt | 0.9 | -2.4 |
| O=S(=O)(Nc1ccccc1-c1ccccc1)c1ccccc1 | 0.3 | -0.4 | 0.1 | 1.0 | ? | -10.2 | 4.4 |
| CCc1ccc2oc(C(=O)Nc3nonc3C)c(C)c2c1 | 0.1 | -0.5 | -3.5 | 0.5 | -0.5 | -2.8 | -3.2 |
| C[C@@H]1CCCCO[C@@H](CN(C)C(=O)c2ccccc2)[C@@H](C)CN([C@H](C)CO)C(=O)c2cc(NC(=O)CCC(F)(F)F)ccc2O1 | -1.5 | -1.0 | 0.8 | -1.7 | 93.4* | -2.0 | 8.1[16.7 µM] |
| CN(C)C(=O)C[C@H]1C[C@H]2c3cc(NC(=O)Nc4ccccc4F)ccc3O[C@H]2[C@H](CO)O1 | -2.9 | 0.3 | -3.0 | 4.4 | -5.7 | -1.5 | 3.1[16.7 µM] |
| C[C@@H]1CN([C@@H](C)CO)C(=O)Cc2cc(NS(=O)(=O)c3ccccc3)ccc2O[C@H]1CN(C)C(=O)Nc1ccc(C(F)(F)F)cc1 | 0.5 | -0.4 | 4.2 | -4.2 | 5.8 | 1.6 | 34.1[16.7 µM] |
| COc1ccc2[nH]c(=O)c(CN(CC3CCCO3)S(=O)(=O)c3ccccc3)cc2c1 (stereo not drawn) | 5.5 | -2.8 | -9.3 | 5.4 | -9.3 | 1.2 | nt |
| CNS(=O)(=O)c1ccc(CNC[C@H]2O[C@@H](n3ccc(N)nc3=O)[C@H](O)[C@@H]2O)cc1 | 2.7 | -1.9 | 0.4 | -4.2 | 5.2 | -0.2 | -2.0 |
| COc1ccc(/C=C2\CCC(C3CCCC3)C2=O)cc1 (stereo not drawn) | -10.4 | 1.8 | 0.4 | -2.1 | 3.5 | -1.5 | nt |
| CCC1Oc2ccc(C)cc2N(CC(=O)NCc2cccs2)C1=O (stereo not drawn) | -0.6 | 0.2 | -3.4 | 6.5 | 3.6 | 2.9 | nt |
| CCc1ccc(NC(=O)C2CCCN2c2nn3c(=O)cc(C)nc3s2)cc1 (stereo not drawn) | 0.1 | 0.4 | -1.9 | -1.0 | -2.1 | -0.6 | 2.5 |
| O=C(CN1C(=O)N/C(=C\c2ccccc2OCc2ccc(C(=O)O)cc2)C1=O)Nc1ccc(F)cc1 | -2.5 | -1.4 | -7.3 | 1.3 | 5.7 | 15.1 | -9.0 |
| CS(=O)(=O)Nc1ccc2c(c1)[C@H]1C[C@@H](CC(=O)N3CCOCC3)O[C@@H](CO)[C@H]1O2 | 5.4 | 1.3 | 0.9 | 12.7 | ? | -2.0 | 1.0[16.7 µM] |
| O=C(CSc1ncn[nH]1)NNC(=O)c1ccccc1 | 1.1 | 0.0 | -2.0 | -1.4 | 2.7 | 4.6 | -6.8 |
| CC(O)(c1cccc(F)c1)c1nc(-c2cccc(C(F)(F)F)c2)cs1 (stereo not drawn) | 0.6 | 2.7 | nt | -1.1 | 18.6 | 0.2 | 1.8 |
| O=C(C[C@H]1CC[C@H](NC(=O)Nc2cccc(F)c2)[C@@H](CO)O1)NCC1CCCCC1 | 0.3 | 2.4 | nt | -3.0 | -6.4 | -2.0 | nt |
| COC(=O)[C@]12C[C@H](CC(=O)NCC3CCCCC3)C(=O)N(Cc3ccc4c(c3)OCO4)C1=C[C@H](C(C)(C)C)O[C@@H]2C | 5.4 | -1.7 | nt | 5.5 | 8.7 | -1.9 | nt |
| COc1cccc(CNc2nc(NCC3CC3)nc3ccsc23)c1OC | -0.8 | -2.1 | nt | -1.8 | 19.2 | 6.6 | nt |
| COc1ccc(NC(=O)Nc2ccc3c(c2)CC(=O)N([C@@H](C)CO)C[C@H](C)[C@@H](CN(C)C(=O)Nc2cccc4ccccc24)O3)cc1 | nt | -1.7 | nt | nt | 8.7 | nt | 1.7[16.7 µM] |
| Cc1ccc(S(=O)(=O)N2[C@@H](c3ccc(C(C)(C)C)cc3)C(C(=O)O)=CC[C@H]2c2cccc(Cl)c2)cc1 | 5.6 | 6.4 | 11.8 | -1.3 | 2.7 | 16.0 | nt |
| Cc1ccc(C)c(S(=O)(=O)N2CCCOC2CNC(=O)C(=O)NCc2cccs2)c1 (stereo not drawn) | 0.8 | -1.0 | 3.5 | 5.0 | 0.1 | -1.0 | 1.7 |
| Cc1cccc(C2CC(c3ccccc3)=NN2c2ccc(S(N)(=O)=O)cc2)c1 (stereo not drawn) | -8.0 | 6.6 | -1.5 | 1.9 | -5.0 | 3.1 | -0.7 |
| CC(C)NC(=O)N(C)C[C@H]1Oc2c(NC(=O)c3nc4ccccc4s3)cccc2C(=O)N([C@H](C)CO)C[C@H]1C | 0.7 | 1.4 | -2.6 | -7.6 | -2.1 | 0.7 | 0.1[16.7 µM] |
| Oc1ccccc1-c1nnc2n1CCCCC2 | -3.1 | -2.4 | -1.6 | 0.3 | ? | -5.7 | 3.4 |
| COc1cccc(-c2cnc3c(c2)C(=O)N([C@@H](C)CO)C[C@@H](C)[C@@H](CN(C)Cc2cccnc2)O3)c1 | -1.4 | 0.6 | -1.6 | -0.4 | 8.8 | -0.5 | 2.0[16.7 µM] |
| CCNC(=O)C[C@@H]1CC[C@H]2[C@@H](COC[C@@H](O)CN2C(=O)C2CC2)O1 | 3.2 | -1.2 | -5.7 | -0.3 | 3.0 | -2.2 | -1.6[16.7 µM] |
| O=C(Nc1ccc(S(=O)(=O)NCCc2ccccc2)cc1)c1ccco1 | 0.3 | -2.0 | 0.6 | -1.1 | nt | 2.6 | 364.6* |
